# Source: PubChem BioAssay (Sanford-Burnham Center for Chemical Genomics)
# ATG4B inhibitor = ATG4B protease inhibitors, primary screen, biochemical, fluorescence, uHTS | Cysteine protease ATG4B (Homo sapiens), Q9Y4P1 | 340,000 tested, 0.51% active | ATG4B cleavage of LC3-PLA2, NBD-HPC fluorescence, 1 h | AID 504462, 2011 | inhibition, % at 8.33 µM; in the data active = inhibition above about 40%
# Target sequence (Q9Y4P1 whole entry, looked up): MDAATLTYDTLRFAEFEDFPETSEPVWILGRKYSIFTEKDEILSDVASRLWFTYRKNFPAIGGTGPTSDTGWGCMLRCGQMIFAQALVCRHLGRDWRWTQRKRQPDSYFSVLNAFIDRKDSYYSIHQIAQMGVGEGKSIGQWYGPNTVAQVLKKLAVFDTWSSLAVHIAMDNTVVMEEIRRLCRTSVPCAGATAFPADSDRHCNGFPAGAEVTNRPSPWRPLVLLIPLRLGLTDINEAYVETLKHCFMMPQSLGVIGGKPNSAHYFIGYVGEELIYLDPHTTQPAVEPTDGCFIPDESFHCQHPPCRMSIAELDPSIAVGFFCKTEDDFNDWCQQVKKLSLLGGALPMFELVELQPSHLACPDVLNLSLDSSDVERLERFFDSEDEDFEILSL
# SENP6 block = SENP6 protease inhibitors, primary screen, biochemical, luminescence, uHTS; Sentrin-specific protease 6 (Homo sapiens), Q9GZR1; Recombinant SENP6 catalytic domain, aminoluciferin luminescence; inhibition, % at 10 µM; 330,000 tested, 1.8% active; AID 2599, 2010;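 active = inhibition above about 50% at the single tested dose, limit read from the data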;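 also: plate controls were DMSO wells with enzyme for no effect and DMSO wells lacking enzyme for full effect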
# GRIN3A LBD mod = binders of NR3A ligand-binding domain, primary screen, biophysical, differential scanning fluorimetry, uHTS; 340,000 tested, 2.5% active; AID 1259313, 2017; NR3A LBD differential scanning fluorimetry, Tm shift; 0% = protein alone, 100% = glycine-bound protein; Glutamate receptor ionotropic, NMDA 3A (GRIN3A) ligand-binding domain; Tm shift relative to glycine control, % at 25 µM;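 active = melting temperature shift of at least 10% of the positive control shift, at one fixed dose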
# MPTP block = mitochondrial permeability transition pore inhibitors, primary screen, biochemical, isolated mouse mitochondria, absorbance; Ca2+ swelling absorbance, 30 min; inhibition, % at 10 µM; 360,000 tested, 1.4% active;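 active = inhibition of 50% or more, scaled per plate between neutral and stimulator controls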;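 also: 0% = DMSO wells given calcium and 100% = 1 mM EGTA wells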
# SENP8 inh = human SENP8 protease inhibitors, primary screen, biochemical, fluorescence, Nedd8 protein substrate, uHTS; Sentrin-specific protease 8 (Homo sapiens), Q96LD8; recombinant SENP8; inhibition, % at 20 µM; 360,000 tested, 0.64% active; AID 602440, 2012; in the data active = inhibition mostly above about 40%, no sharp cut-off; inactive = mostly below about 27%
# Target sequence (Q96LD8 whole entry, looked up): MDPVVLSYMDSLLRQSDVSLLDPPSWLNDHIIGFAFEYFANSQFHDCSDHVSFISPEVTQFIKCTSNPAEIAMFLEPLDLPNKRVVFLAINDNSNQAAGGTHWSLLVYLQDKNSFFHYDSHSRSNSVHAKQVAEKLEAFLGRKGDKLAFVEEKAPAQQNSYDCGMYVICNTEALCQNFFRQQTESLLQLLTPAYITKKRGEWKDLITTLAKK
# PfGluPho inh = PfG6PD enzyme inhibitors, primary screen, biochemical, fluorescence intensity, uHTS | PfGluPho enzyme, NADPH resazurin-diaphorase fluorescence | inhibition, % at 20 µM | 350,000 tested, 0.78% active;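 active = inhibition reaching at least a set limit at 20 µM in the primary screen, cut at about 59% in these data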;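 also: 0% = DMSO wells with substrate and 100% = DMSO wells lacking glucose-6-phosphate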
# HKDC1 inh = HKDC1 hexokinase inhibitors, primary screen, biochemical, fluorescence, uHTS; Q2TB90; recombinant HKDC1, G6PDH/diaphorase resazurin coupled fluorescence; inhibition, % at 20 µM; 340,000 tested, 0.16% active;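 active = inhibition above about 35% when tested at 20 µM, limit read from the data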;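 also: plate controls were DMSO wells with enzyme for no effect and DMSO wells lacking enzyme for full effect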
#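 Assay system: recombinant HKDC1 hexokinase; detection: coupled resazurin fluorescence, excitation 525 nm, emission 613 nm; benchmarks: DMSO-plus-enzyme-mix negative control, buffer-substituted positive control; compound dosing: single 20 µM dose; schedule: 90 min at room temperature in dark; also added: glucose plus 1 mM ATP as hexokinase substrates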
# SENP7 block = SENP7 protease inhibitors, primary screen, biochemical, luminescence, uHTS; Sentrin-specific protease 7 (Homo sapiens), Q9BQF6; recombinant SENP7, Z-RLRGG-aminoluciferin luminescence, 40 min; inhibition, % at 5 µM; 330,000 tested, 1.5% active; AID 434973, 2010;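 active = inhibition above about 50% at the single test dose, limit read from the data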;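 also: plate controls were DMSO with enzyme for no effect and no enzyme buffer wells for full effect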
# Target sequence (Q9BQF6 706-1050 limits assumed): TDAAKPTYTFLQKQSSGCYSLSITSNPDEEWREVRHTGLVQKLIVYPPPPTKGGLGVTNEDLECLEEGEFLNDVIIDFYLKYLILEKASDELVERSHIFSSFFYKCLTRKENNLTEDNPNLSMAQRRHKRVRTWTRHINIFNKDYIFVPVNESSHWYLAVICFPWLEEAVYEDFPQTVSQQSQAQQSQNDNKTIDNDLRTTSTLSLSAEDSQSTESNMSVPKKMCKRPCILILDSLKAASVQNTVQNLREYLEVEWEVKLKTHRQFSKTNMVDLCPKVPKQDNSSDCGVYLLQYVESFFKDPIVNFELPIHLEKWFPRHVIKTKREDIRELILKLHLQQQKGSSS
# * = called active by the depositor; i = inactive; / = not tested or not shown.
# Order of results – ATG4B inhibitor	SENP6 block	GRIN3A LBD mod	MPTP block	SENP8 inh	PfGluPho inh	HKDC1 inh	SENP7 block
- COc1cccc(-c2nc(C(=O)NCC3CCCO3)cc3c2[nH]c2ccccc23)c1 (configuration not stated)
 : -14	-6	-6	-0.4	-219	30	2	9
- Cc1ccc(S(=O)(=O)NCCNC(=O)c2ccccc2)cc1
 : 1	11	0	-1.6	18	-6	-14	4
- CCC(C)Sc1nc2ccccc2n1CC(=O)O (configuration not stated)
 : 1	0	2	-1.7	13	-4	3	-4
- COc1ccc(N(Cc2ccco2)C(=O)c2ccccc2F)cc1OC
 : 8	-17	0	0.3	15	3	0	6
- O=C(CCc1nc2ccccc2c(=O)[nH]1)Nc1nnc(SCc2ccc(F)cc2)s1
 : 0	7	2	-1.4	6	2	5	3
- Cc1c(C(=O)OCC(=O)N(C)CC(=O)Nc2ccc(F)cc2)oc2ccccc12
 : -6	-23	-1	-0.8	10	-8	-4	-6
- O=C(NCCCCCNC(=O)c1ccco1)c1ccco1
 : 1	11	-1	-0.4	11	-11	-4	-7
- CC(C)c1ccc(/C=N/NC(=O)c2ccccc2Cl)cc1
 : 1	-3	-13	0.8	-3	17	-6	-2
- COc1cccc(NC2=Nc3cccc4cccc2c34)c1
 : -14	-19	-14	1.7	1	58	-3	-5
- Cc1ccc(N(CC(=O)N/N=C/c2cc(C)n(-c3ccccc3)c2C)S(C)(=O)=O)c(C)c1
 : -2	2	-7	-0.6	-66	18	-2	1
- Cn1cnc2nc[nH]c2c1=S
 : 7	/	0	0.1	-2	-1	-4	/
- CC(C(=O)NC1CCCCC1)N1CCN(C)CC1 (configuration not stated)
 : -1	26	-1	0.6	38	-14	-9	7
- Cc1oc(C(=O)O)cc1COc1cccc2cccnc12
 : -6	-20	1	-0.9	-13	-5	2	1
- CC(C)[C@H](NC(=O)c1ccco1)C(=O)NCc1ccccc1
 : -17	-5	2	0.0	9	-5	-5	-5
- CC1CCC(NC(=O)Cn2c(=O)oc3ccccc32)CC1 (configuration not stated)
 : 4	-6	-3	-0.8	-5	-13	-4	-8
- COC(=O)CC(NC(=O)C1CC1)c1ccc2c(c1)OCO2 (configuration not stated)
 : -23	20	1	0.5	14	2	-4	0
- CCn1c(NC(=O)c2cccc(Cn3cc(Cl)cn3)c2)nc2ccccc21
 : -5	-4	-14	1.1	-143	-7	-9	-1
- NC(=O)c1nsc(C(=O)N(Cc2ccc(F)cc2)C(C(=O)NCC2CCCO2)c2ccc(O)cc2)c1N (configuration not stated)
 : 2	-14	-2	-0.3	-284	13	-5	-5
- O=C(O)c1ccccc1-c1ccc(/C=C2\SC(=O)N(c3ccccc3)C2=O)o1
 : -1	27	2	-0.5	-85	-3	9	1
- Cc1cc(N)n(-c2ncnc3scc(-c4ccc(Cl)cc4)c23)n1
 : -13	-19	1	-0.7	19	16	0	3
- CCc1c(C2(O)CCCCC2)[nH]c2cnccc12
 : -5	-14	-2	0.4	i	0	-2	-8
- CCO[C@H]1OC(C(N)=O)=C[C@@H](C(C)(C)C)[C@@H]1CCCO
 : 2	3	-3	-0.7	17	-8	-4	18
- CC(=NC1CC1)C1=C(O)c2ccccc2C1=O
 : -9	3	1	1.3	11	12	0	-11
- COc1ccc(C(=O)NCc2cnn(C)c2)cc1OC1CCN(C(C)C)CC1
 : 0	4	0	-0.6	10	-1	2	6
- O=C1CCC/C(=N\NC(=O)c2ccc(NS(=O)(=O)c3ccc(Br)cc3)cc2)C1
 : 2	-21	-2	1.9	-21	-7	1	8
- CCc1cc2c(CN3CCN(C)CC3)cc(=O)oc2cc1O
 : -8	24	1	0.6	-273	19	4	5
- CCc1cc2c(=O)c(-c3nc4ccccc4n3C)c(C)oc2c(CN(CC)CC)c1O
 : 3	-5	-2	-6.0	-485	-5	6	-3
- CCOC(=O)C(=NC1CCS(=O)(=O)C1)NNc1cc(Cl)ccc1Cl (configuration not stated)
 : -12	-4	-8	2.2	-51	3	-4	3
- CC1(C)N=C(c2ccccc2)C(=O)N1
 : -2	9	-1	-1.3	5	-1	-1	4
- CN1CCN(C(=O)CCc2ccc(S(=O)(=O)NC3CCCCC3)cc2)CC1
 : -4	-7	0	-0.4	3	-3	3	9

# 5 structures already listed, sorted by molecular weight, falling.
# Order of results – ATG4B inhibitor	SENP6 block	GRIN3A LBD mod	MPTP block	SENP8 inh	PfGluPho inh	HKDC1 inh	SENP7 block
- COc1ccc(N(Cc2ccco2)C(=O)c2ccccc2F)cc1OC
 : 8	-17	0	0.3	15	3	0	6
- Cc1cc(N)n(-c2ncnc3scc(-c4ccc(Cl)cc4)c23)n1
 : -13	-19	1	-0.7	19	16	0	3
- CCc1cc2c(CN3CCN(C)CC3)cc(=O)oc2cc1O
 : -8	24	1	0.6	-273	19	4	5
- O=C(NCCCCCNC(=O)c1ccco1)c1ccco1
 : 1	11	-1	-0.4	11	-11	-4	-7
- CCC(C)Sc1nc2ccccc2n1CC(=O)O (configuration not stated)
 : 1	0	2	-1.7	13	-4	3	-4

# Following part
# Order of results – ATG4B inhibitor	SENP6 block	GRIN3A LBD mod	MPTP block	SENP8 inh	PfGluPho inh	HKDC1 inh	SENP7 block
- O=C(NCCO)c1ccc(-c2nnc(Nc3ccc(O)cc3)c3ccccc23)cc1
 : -10	-6	-1	1.7	19	2	4	-1
- CC(C)CNC(=S)NC(=O)c1ccc(Cl)cc1Cl
 : 14	-20	1	1.3	20	-8	6	-20
- O=[N+]([O-])c1ccc(Cl)c(-c2ccc(/C=N/n3cnnc3)o2)c1
 : -4	-6	1	-0.6	25	8	-1	-5
- Cc1cc(=O)n2[nH]c(N)c(N=Nc3ccccc3F)c2n1
 : -5	94*	1	0.8	32	6	-7	86*
- COc1ccccc1-c1cc(C(=O)NCCCN2CCOCC2)no1
 : -10	-3	-1	-0.1	-1	12	-8	4
- Cc1cc(C(=O)CSc2nn(-c3ccccc3)c(=S)s2)c(C)n1Cc1ccco1
 : -4	-6	1	3.6	22	24	-5	13
- CCCCC1CC(=O)NC1(C(=O)OCC)C(=O)OCC (configuration not stated)
 : -12	/	1	0.0	13	-5	-8	/
- Cn1c(Cc2ccccc2)nnc1SCc1ccc(C(=O)O)cc1
 : 1	-1	-1	-0.3	23	-11	-2	-4
- CCOC(=O)C1=NNC2C(=O)N(CC)C(=O)C12 (configuration not stated)
 : -5	-17	0	2.8	25	3	4	3
- Cc1ccc(C)c(NC(=O)CCn2nc(C)cc2C)c1
 : 3	2	-3	0.3	10	-2	-7	1
- COc1cc(SC)ccc1C(=O)N1CCN(c2ccc(O)cc2)CC1
 : -7	5	2	-0.5	-1	57	-2	7
- Nc1nc2n[nH]nc2c(=O)[nH]1
 : 4	2	1	-0.3	35	-11	-3	-1
- COC(=O)c1ccc(NC(=O)C(=O)c2cn(CC(=O)N3CCOCC3)c3ccccc23)cc1
 : -11	13	2	-1.1	-46	-28	-6	1
- COc1ccc(NC(=O)COC(=O)CCSc2ccccc2)cc1
 : -7	-13	-40	-0.1	4	1	1	-4
- O=C(CC1SC(N2CCCCC2)=NC1=O)Nc1ccc(C(=O)NCc2ccccc2)cc1 (configuration not stated)
 : -8	-5	-1	-2.3	1	10	-3	1
- CN1CCN(c2ccc(NC(=O)CSc3nnnn3-c3ccccc3F)cc2)CC1
 : -6	-11	0	-2.2	17	10	-3	13
- CCOC(=O)c1cnc2c(C#N)c(C)nn2c1C
 : 2	-15	-1	15	-168	-3	-11	3
- CC(C)CN(CCCNC(=O)CN1C(=O)COc2ccc(S(=O)(=O)N3CCC(C)CC3)cc21)CC(C)C
 : 1	4	0	0.6	14	3	-6	0
- COc1ccc(C(=O)c2c[nH]c(C(=O)NCc3ccco3)c2)cc1
 : 1	4	-3	-1.7	25	-4	-3	2
- COc1cccc(CN2CC(C(=O)N(C)CCc3ccccc3)CCC2=O)c1 (configuration not stated)
 : -3	-3	1	0.5	9	3	0	0
- Cc1ccc(C(=O)Nc2ccc(C(=O)N3CCCCC3)cc2)cc1
 : -12	-14	-1	2.1	7	9	-6	-1
- CCC[N+](CC#CCO)(CC#Cc1ccccc1)CCC
 : -9	-5	1	2.2	4	1	-1	2
- Cc1sc(NC(=O)c2ccccc2)c(C(=O)NC(C)C)c1C
 : 1	-36	-3	0.9	-47	6	-10	3
- CCOC(=O)N1CCN(C2CCCN(C(=O)c3cccc(N(C)C)c3)C2)CC1 (configuration not stated)
 : -2	-4	0	-2.0	-26	14	-3	2
- O=C(Cn1cc2c(n1)CCCCC2)N1CCc2ccccc21
 : -4	-5	-4	-0.1	4	2	-4	-1
- O=C(COC(=O)Cc1ccsc1)NNC(=O)c1ccccc1
 : 1	-24	4	0.3	9	-1	2	8
- CN(CC(=O)NCc1ccc(F)cc1)S(=O)(=O)c1ccc(Br)s1
 : 7	-17	-2	1.9	6	-12	5	8
- CC(NC(=O)c1cc(COc2cccc(C(F)(F)F)c2)on1)c1nccs1 (configuration not stated)
 : -6	5	1	0.9	20	23	-3	-9
- COc1ccc(/C=C(\NC(=O)c2ccccc2)C(=O)NCc2ccco2)cc1
 : 0	-10	4	-0.6	14	-3	-5	-5
- CC(=O)Nc1nc(NCc2ccccc2Cl)n(-c2ccccc2)n1
 : -5	-12	0	1.0	16	-6	-5	6
- O=C(Nc1cccnc1)c1cc(-c2cccs2)on1
 : 2	74*	0	0.4	-8	-1	-7	84*
- Cn1ccnc1Sc1ccccc1[N+](=O)[O-]
 : 5	5	-1	-0.6	1	-2	-7	-3
- Cc1ccc(NC(=O)COC(=O)c2c(-c3ccccc3)noc2C)c(C)c1
 : -3	-3	-3	-0.5	9	-3	2	8
- O=C(CCc1nc2ccccc2c(=O)[nH]1)NCc1ccccn1
 : 8	2	0	-1.4	2	-8	-6	5
- CCOC(=O)N1CCN(C(=O)Cc2ccccc2OC)CC1
 : -3	1	0	-0.3	4	3	-12	-3
- O=C(CSc1ccc(Cl)cc1)NCc1ccco1
 : -4	6	-8	-3.2	6	3	-8	3
- O=C1Cn2c(nc3ccccc32)N1c1ccccc1F
 : -4	-9	0	0.6	10	3	-6	-4
- c1ccc(Cn2c(NCc3ccco3)nc3ccccc32)cc1
 : 6	4	-1	3.4	14	-3	-6	7
- CC1(C)CC(=O)C2=C(C1)N(c1ccccc1)C(=O)C2(O)C(F)(F)F (configuration not stated)
 : -2	-6	3	2.7	0	-15	-5	0
- COC(=O)c1ccc(OCc2nn[nH]n2)cc1
 : -2	7	-2	-0.7	10	-7	-8	3
- CCCn1c(SCC(=O)NNC(=O)c2ccc(C)cc2)nnc1C(C)C
 : -7	-13	1	-0.1	-4	3	-5	13
- COc1ccc(OCC(=O)N2CCN(C(=O)Cc3ccccc3)CC2)cc1
 : 1	-12	-2	0.6	10	-8	-7	-1
- Cc1ccc(S(=O)(=O)NCC(=O)OCC(=O)N2N=C(c3ccc(Cl)cc3)CC2c2ccco2)cc1C (configuration not stated)
 : -4	-11	31*	0.4	28	2	12	-9
- CSc1nc2c(c(=O)[nH]c(=O)n2C)n1CCCc1ccccc1
 : -1	-4	0	0.2	23	24	-4	-6
- O=C(NCCc1cccc(Cl)c1)c1cccnc1
 : -4	-12	4	-0.2	4	1	-4	-18
- CNC(=O)N(O)C1N(C)C(=O)N(Cc2ccccc2)C1(C)C (configuration not stated)
 : 1	-2	-2	-0.7	4	-19	5	1
- CCN1CCN(c2ccc(N=Cc3ccc(O)cc3O)cc2)CC1
 : 11	-17	-7	-0.2	12	33	-5	10
